Bioassay records from PubChem.
PI4K2A inh = blocks human PI4K2A kinase activity | Q9BTU6 | purified PI4K2A, ADP-Glo luminescence, 1 h; stronger effect = lower value | activity change, negative = inhibition, % at 76.9 µM | 420,000 tested, 0.13% active | AID 1346378; in the data active = activity change below about -50%; inconclusive = mostly about -30% to -49%;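 also: -100% = wells without enzyme as full effect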
Target sequence (Q9BTU6 whole entry, looked up): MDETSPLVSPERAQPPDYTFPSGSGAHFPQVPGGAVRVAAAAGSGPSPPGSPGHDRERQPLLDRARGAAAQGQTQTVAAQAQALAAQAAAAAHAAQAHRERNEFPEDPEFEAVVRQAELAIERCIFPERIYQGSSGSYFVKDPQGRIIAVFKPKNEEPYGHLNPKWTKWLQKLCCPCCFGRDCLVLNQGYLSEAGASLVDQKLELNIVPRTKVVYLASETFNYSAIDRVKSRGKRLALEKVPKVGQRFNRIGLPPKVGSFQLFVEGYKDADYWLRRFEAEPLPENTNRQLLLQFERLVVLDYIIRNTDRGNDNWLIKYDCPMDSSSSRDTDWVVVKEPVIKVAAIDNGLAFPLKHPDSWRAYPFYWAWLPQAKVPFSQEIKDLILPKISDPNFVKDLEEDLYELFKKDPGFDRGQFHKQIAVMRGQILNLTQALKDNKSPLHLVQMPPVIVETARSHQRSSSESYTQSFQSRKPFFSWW
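ADP-Glo luminescence measured ADP generated by PI4K2A enzyme (4 ug/mL before mixing) with 1.2 mM PI substrate (pre-mix) and 300 microM ATP (pre-mix). Tris pH7.5 buffer with MgCl2, Triton X-100; 1 h reaction at ambient temperature.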
GRP78 ERSR act = ER stress response induction in glioma | U87-MG GRP78 promoter luciferase reporter, 16 h | Potency, µM, inactives show at the highest dose activation, most hits filed as activators | 420,000 tested, 0.02% active | AID 602332; also: potency is read from the fitted curve at half-maximal effect; series mostly up to about 76 µM; % of control where 0% means no effect; nearly all actives have a fitted effect of over 35% in size
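ERSR induction read as luciferase luminescence (Bright-Glo, 10 min at room temperature) in stably transfected human U87-MG glioma cells exposed to compounds for 16 h, using GRP78 as sensor.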
RXFP1 agonist = activates the human relaxin receptor RXFP1; Q9HBX9; HEK293T-RXFP1 cAMP TR-FRET, 30 min; response scale: percent of porcine relaxin response, buffer zero; Potency, µM (titrated, usually from 57.5 µM), without a hit: at the top dose activation, hits mostly activators; 370,000 tested, 0.3% active; AID 2676; also: potency is read from the fitted curve at half-maximal effect; % is scaled to controls: 0 for no effect and ±100 for the full control effect; nearly all actives have a fitted effect of over 60% in size; many of its hits are not listed in these tables
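HEK293T cells stably expressing RXFP1 were pretreated with the PDE4 inhibitor Ro 20174, exposed to compounds for 30 min at 37C, lysed, and cAMP was read by TR-FRET. Data normalized to buffer (basal) and 29 nM porcine relaxin (100%).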
TrxR1 substrate = rat thioredoxin reductase 1 substrate activity; O89049; purified TrxR1 substrate turnover, NADPH consumption readout; Potency, µM (titrated, usually from 114 µM), for the others: at the top dose activity change, negative = substrate turnover; 390,000 tested, 0.01% active; AID 588456; also: potency is read from the fitted curve at half-maximal effect; % is scaled to controls: 0 for no effect and ±100 for the full control effect; nearly all actives have a fitted effect of over 50% in size
Target sequence (O89049 whole entry, looked up): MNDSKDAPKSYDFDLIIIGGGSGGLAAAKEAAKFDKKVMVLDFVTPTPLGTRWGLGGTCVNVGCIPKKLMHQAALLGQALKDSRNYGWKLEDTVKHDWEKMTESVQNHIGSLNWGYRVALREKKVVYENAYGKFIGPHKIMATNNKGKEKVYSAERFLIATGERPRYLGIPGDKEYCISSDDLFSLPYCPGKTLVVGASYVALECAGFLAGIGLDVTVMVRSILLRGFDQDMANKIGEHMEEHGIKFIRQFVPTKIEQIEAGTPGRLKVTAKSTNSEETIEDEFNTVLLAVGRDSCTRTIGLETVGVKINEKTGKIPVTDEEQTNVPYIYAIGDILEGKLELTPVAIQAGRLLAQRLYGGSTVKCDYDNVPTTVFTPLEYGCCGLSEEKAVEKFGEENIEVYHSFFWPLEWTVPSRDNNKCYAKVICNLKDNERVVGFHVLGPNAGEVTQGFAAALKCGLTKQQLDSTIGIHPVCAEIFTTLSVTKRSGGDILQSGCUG
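Rat TrxR1, dispensed at 90 nM, was prereduced with 400 uM NADPH (final) for 5 min at ~22 deg C, then incubated with compound 15 min before 400 uM selenite. A first-read NADPH fluorescence drop versus no-compound background flagged substrates.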
LDHA inh = inhibitors of human lactate dehydrogenase A; P00338; purified LDHA, NADH/diaphorase-resazurin fluorescence; stronger effect = lower value; activity change, % (values are at about 110 or 230 µM); 480,000 tested, 0.15% active; in the data active = activity change below about -30%; inconclusive = mostly about -25% to -30%;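 also: plate controls were DMSO wells for no effect and wells without enzyme for full effect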
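Remaining NADH was detected by diaphorase (0.133 mg/mL) converting 37 µM resazurin to fluorescent resorufin, read at 0 and 20 minutes. The preceding 5-minute room-temperature reaction used 2 nM LDHA, 0.2 mM sodium pyruvate and 0.06 mM NADH at pH 7.4.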
Vif-APOBEC3G blk = inhibitors of Vif-APOBEC3G interaction; Q9HC16; HeLa A3G-eYFP + Vif (tagged APOBEC3G with the HIV-1 protein that degrades it), YFP fluorescence, overnight; Potency, µM (highest dose often 46.1 µM), for the others: top-dose activity, negative = active, actives largely listed as inhibitors; 410,000 tested, 0.076% active;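 also: potency is read from the fitted curve at half-maximal effect; % is scaled to controls: 0 for no effect and ±100 for the full control effect; nearly all actives have a fitted effect of over 60% in size; hits raise eYFP signal because A3G escapes Vif-driven loss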
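HeLa cells stably expressing Vif and C-terminally eYFP-tagged A3G, seeded overnight at 37 deg C, then exposed to compound by pintool overnight at 37 deg C. Rise in yellow fluorescence (Ex 488/Em 500-530, Acumen) marks blocked Vif-driven A3G degradation.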
IDH1 R132H inh = blocks human mutant IDH1 R132H enzyme; O75874; IDH1-R132H enzyme, NADPH consumption, diaphorase/resazurin fluorescence; Potency, µM (doses to about 76.6 µM), for the others: at the highest dose activity change, negative = inhibition, usual class: inhibitors; 390,000 tested, 0.093% active; AID 602179; also: potency is read from the fitted curve at half-maximal effect; % is scaled to controls: 0 for no effect and ±100 for the full control effect; nearly all actives have a fitted effect of over 65% in size
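IDH1-R132H (0.5 ug/mL dispensed) in pH 7.5 Tris buffer was preincubated 30 min with compound, then given a substrate mix of 0.016 mM NADPH and 2 mM alpha-KG for 80 min at room temperature; remaining NADPH was read by diaphorase/resazurin fluorescence.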
Vif-A3F inh = blocks the Vif interaction with APOBEC3F. Potency, µM (titrated, usually from 46.1 µM), without a hit: at the top dose activity, negative = active. 390,000 tested, 0.2% active. HeLa A3F-eYFP + Vif (tagged APOBEC3F with the HIV-1 protein that degrades it), YFP fluorescence increase; also: potency is read from the fitted curve at half-maximal effect; % of control where 0% means no effect; nearly all actives have a fitted effect of over 65% in size
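HeLa cells stably expressing A3F-eYFP plus Vif, plated and incubated overnight at 37 deg C, then exposed to compounds overnight at 37 deg C. Blocked degradation read as raised yellow fluorescence (Ex 488/Em 500-530).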
USP1-UAF1 inh = inhibitors of human USP1/UAF1 deubiquitinase; AID 743255; Potency, µM (doses to about 57.1 µM), inactives show at the highest dose activity change, negative = inhibition, hits mostly inhibitors; recombinant USP1/UAF1, Ub-Rhodamine cleavage fluorescence; O94782; 390,000 tested, 0.23% active; also: potency is read from the fitted curve at half-maximal effect; % is scaled to controls: 0 for no effect and ±100 for the full control effect; nearly all actives have a fitted effect of over 60% in size; inactives centre near -12
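High-throughput fluorogenic screen: 1nM USP1/UAF1 complex, Ub-Rho substrate 150nM final, 50mM HEPES pH 7.8 with 0.5mM EDTA, 0.1 mg/ml BSA, 1mM TCEP and 0.01% Tween-20.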
Starred values were filed as active, the others as inactive; ? = inconclusive; nt = not tested or not shown; & = joins results of further samples; [ ] = dose if it differs, or a comment. Unless noted, calls follow the shape of the dose curve; as a rule, active = well fitted curve in the direction sought with a large enough effect; inconclusive = small, poorly fitted or top-dose-only effect, or another doubt; inactive = no such curve, though single readings can be large; an effect the other way counts as inactive or inconclusive.

# | smiles | PI4K2A inh | GRP78 ERSR act | RXFP1 agonist | TrxR1 substrate | LDHA inh | Vif-APOBEC3G blk | IDH1 R132H inh | Vif-A3F inh | USP1-UAF1 inh
1 | CC(C)Cn1cc(C(=O)NCc2cccs2)c2c3ccccc3n(C)c2c1=O | -7 | -3% | 2.9% | 8% | -2 | 0% | 0% | -9% | -7%
2 | COc1cc(/C=C(\C#N)c2ccccn2)ccc1OCC(=O)Nc1ccc(Br)cc1 | 1 | -3% | 2.3% | -7% | -5 | 3% | 2% | 8% | -7%
3 | COc1ccc(C(=O)O)c(O)c1 | -5 | -1% | nt | 12% | 8 | 5% | 4% | -1% | -26%
4 | CCc1ccccc1NC(=O)CCC(=O)N1CCN(C(C)=O)CC1 | -2 | -5% | nt | nt | -1 | 0% | 9% | 0% | ?
5 | CC(C)(C)c1ccc(CN2N=C(/C=C/c3ccccc3)CCC2=O)cc1 | 7 | -2% | 1.8% | 2%[57.1 µM] | 6 | -22% | 1% | -24% | -25%
6 | COc1ccc(C2Nc3ccccc3C(=O)N2c2ccc(C)cc2)cc1Cn1nnc2ccccc21 (stereo not drawn) | -5 | 7% | -0.3% | 90%[activator] | -4 | -1% | 4% | -12% | -29%
7 | CCN(CC)S(=O)(=O)c1ccc(C(=O)N2CCc3ccccc32)cc1 | -1 | -1% | -3.7% | -9% | -3 | 2% | -2% | 1% | -21%
8 | CC1(C)S[C@@H]2[C@H](NC(=O)COc3ccccc3)C(=O)N2C1C(=O)OCC1CCCCC1 (stereo partly drawn) | -4 | -5%&-3% | nt | 8%[57.1 µM] | 4 | 6%&3% | 8% | 6% | -17%
9 | CCCN(C(=O)Cn1cnc2onc(-c3ccc(F)cc3)c2c1=O)c1cccc(Cl)c1 | -3 | -3% | -4.0% | -9% | -2 | -2% | 8% | 7% | -13%
10 | Cn1c(=O)c([N+](=O)[O-])c(Oc2ccccc2)c2ccccc21 | -26 | -17% | 4.2% | 6% | 13 | -17% | 17% | -5% | -9%
11 | CCCCN1CCc2c1nc1ccc(Br)cc1c2N | -1 | -1% | 1.3% | 12% | -2 | 1% | 6% | -10% | -15%
12 | CCOc1ccc(C(=O)Nc2ccc(S(=O)(=O)N3CCN(C)CC3)cc2)cc1 | -20 | -5% | -1.2% | 6%[57.1 µM] | -9 | 1% | -1% | 7% | -13%
13 | Cc1cc(C)c2c(c1)[C@@H]1C=CC[C@@H]1[C@H](c1ccc(S(=O)(=O)N3CCOCC3)cc1)N2 | 8 | -7% | -1.2% | -4% | 0 | -1% | -2% | 8% | -9%
14 | COc1ccc(NC(=O)C2CCN(S(=O)(=O)c3c(C)noc3/C=C/N(C)C)CC2)cc1 | -2 | 0% | 0.5% | -11% | -2 | -1% | 0% | 1% | -21%
15 | Cc1ccc(Cn2c(CO)cnc2SCC(=O)Nc2ccc(C)c(Cl)c2)cc1 | 1 | -4% | 2.8% | 7%[57.1 µM] | -4 | -4% | -9% | 4% | -14%
16 | Cc1occc(=O)c1OCc1ccc(F)cc1 | -3 | -6% | -0.1% | 2% | -8 | -4% | -5% | 3% | -13%
17 | COc1ccc(C2CC(c3ccc(F)cc3)n3nc(NS(C)(=O)=O)nc3N2)cc1 (stereo not drawn) | 4 | -6% | 0.5% | 1% | 0 | 2% | -8% | 4% | -1%
18 | Cc1cccc(/N=C/c2c(C)[nH]n(-c3ccccc3)c2=O)n1 | 0 | -1% | 4.1% | -10% | -3 | 0% | -13% | 4% | -11%
19 | O=C(CN1C(=O)NC2(CCCC2)C1=O)Nc1ccc(Cl)cc1C(F)(F)F | -1 | -1% | -0.6% | -4% | -2 | 5% | 11% | -8% | -6%
20 | Cc1cccnc1C1=NOC(Cc2ccccc2)C(=O)N1CCOc1ccc(F)cc1 (stereo not drawn) | 1 | -1% | nt | nt | -3 | 1% | nt | nt | nt
21 | CCOc1ccc(C(=O)N[C@H](C(=O)O)C(C)C)cc1 | -7 | -5% | 0.5% | -2% | 2&-7 | -1% | 12% | 3% | -13%
22 | COc1cccc(C(=O)C2CCCN(C/C=C/c3ccccc3OC)C2)c1 (stereo not drawn) | 2 | -2% | -1.8% | 2% | -1 | 1% | 16% | 10% | -26%
23 | CC(C)S(=O)(=O)C/C(N)=N/OS(=O)(=O)c1ccc(Cl)cc1 | -2 | -3% | -0.9% | 1% | -5 | -1% | -1% | -6% | -2%
24 | N#Cc1ccccc1NC(=O)Cn1cnc2onc(-c3cccc(F)c3)c2c1=O | 1 | -2% | 16% | 5%[57.1 µM] | 2 | 2% | 6% | -3% | -23%
25 | Cc1ccc(N2NC(=O)/C(=C/c3ccc(-c4ccc(Cl)c(C(=O)O)c4)o3)C2=O)cc1 | 1 | 4% | 2.2% | -6% | -4 | -1% | 0% | -2% | -14%
26 | COc1ccc2c(c1)cc(C(=O)O)n2C | 4 | -3% | 0.2% | 98%[activator][57.1 µM] | -8 | 2% | -4% | -4% | -15%
27 | Cc1ccc(CNC(=O)C2(NC(=O)Nc3ccc(C)cc3)CCCCC2)cc1 | -4 | -4% | -0.6% | -3% | 4 | 2% | -4% | -11% | -8%
28 | CCCCN(C)C(=O)c1ccc(Nc2nc(C(N)Cc3ccccc3)cs2)nc1 (stereo not drawn) | -4 | -5% | nt | nt | -4 | -5% | nt | nt | nt
29 | O=C(CN(C1CCCCC1)S(=O)(=O)c1ccc(Br)cc1)NCc1cccnc1 | -1 | 11% | 0.0% | -3%[57.1 µM] | -2 | 0% | 5% | 2% | -16%
30 | CS(=O)(=O)N(CC(=O)N1CCC(C(N)=O)CC1)c1ccc(Oc2ccccc2)cc1 | -14 | -1% | 0.6% | -3% | 0 | 2% | 8% | -7% | -16%
31 | NNC(=O)c1ccc(Cn2cc(Br)cn2)cc1 | -1 | -3% | 1.8% | -5% | -10 | -9% | 0% | 1% | -12%
32 | Cc1ccn2c(Nc3ccc4c(c3)OCCO4)c(-c3ccccc3O)nc2c1 | -3 | 0% | 16% | 5% | -2 | -14% | -3% | -1% | ?
33 | CN(C)c1ccc(-c2nc(-c3ccccn3)no2)cc1[N+](=O)[O-] | -10 | -8% | 3.1% | -14% | -5 | -5% | 2% | 3% | -11%
34 | O=C1c2cc(S(=O)(=O)NCCCO)ccc2-c2ccc(S(=O)(=O)NCCCO)cc21 | 5 | -4% | 1.7% | -3% | 0 | 0% | 0% | -1% | -16%
35 | c1ccc([C@H]2CNCCN2CCc2cccc3ccccc23)cc1 | 0 | -3% | nt | 7% | 0 | -2% | 5% | 3% | -16%
36 | COc1ccc(NC(=O)CSc2nnc(NC(=O)C3CCC3)s2)cc1 | -1 | -3% | -0.4% | 1% | -3 | -3% | 2% | 1% | -15%
37 | CC(=O)Nc1ccc(SCC(=O)N(CCC#N)c2cc(C)cc(C)c2)cc1 | 0 | -3% | 0.5% | 11%[57.1 µM] | -6 | -1% | -7% | -12% | -1%
38 | O=C(NC1CCN(Cc2nnnn2CCc2ccccc2)CC1)c1ccccc1F | 0 | -4% | -0.9% | -3% | -5 | 0% | 7% | 17% | -8%
39 | CCc1ccccc1N(C)C(=O)Cn1cnc2sc(C)c(S(=O)(=O)N3CCC(C)CC3)c2c1=O | 3 | -3% | 0.0% | 4%[2.29 µM] | 8 | 0% | 13% | 0% | 3%
40 | Cc1csc(NC(=O)C2C3C=CC(C3)C2C(=O)O)n1 (stereo not drawn) | -4 | -6% | -0.8% | 8% | -2 | 0% | 7% | -17% | -9%
41 | COc1cccc(CC(=O)Nc2cc(S(=O)(=O)N3CCOCC3)ccc2N2CCN(C)CC2)c1 | 5 | 0% | -0.3% | -7% | -5 | 3% | -8% | -9% | -13%
42 | CC(O)(c1ccccc1)c1nc(-c2ccc(S(C)(=O)=O)cc2)cs1 (stereo not drawn) | -4 | 1% | nt | nt | -12 | 2% | nt | nt | nt
43 | Cc1ccc(C(=O)OCC(=O)c2ccc(CC(=O)N3CCOCC3)s2)c(C)c1 | -15 | 0% | 0.1% | -8% | 0 | -2% | 3% | -5% | -12%
44 | CC(C)(C)NC(=O)C(c1ccc(O)cc1)N(C(=O)CCC(=O)Nc1nccs1)c1cccc(F)c1 (stereo not drawn) | -1 | -3% | 0.0% | -2% | 5 | -1% | -8% | -10% | -2%
45 | CN(C)S(=O)(=O)c1cccc(NC(=O)c2ccc(Sc3nncn3C)c([N+](=O)[O-])c2)c1 | 6 | -5% | 5.0% | 0% | -4 | 0% | -3% | -14% | -23%
46 | O=C(CC1CS(=O)(=O)CC1CC(=O)Nc1ccc2c(c1)OCCO2)Nc1ccc2c(c1)OCCO2 (stereo not drawn) | -5 | -9% | 0.2% | -8% | 0 | 0% | -10% | 0% | -16%
47 | O=C(NCCCN1CCOCC1)c1cc2c(=O)[nH]c3ccccc3c2s1 | -1 | -5% | -2.4% | 99%[activator] | -1 | 1% | 5% | -6% | 1%

Not all compounds are listed. The share of hits here may be higher or lower than overall.
